High-throughput results as filed in PubChem.
DAX1 inh-1 = inhibitors of human orphan nuclear receptor DAX1 (NR0B1) | P51843 | HEK293 Gal4-DAX1 luciferase reporter, luminescence | inhibition, % at 6.75 µM | hit rate 0.99% among 340,000 | AID 504766;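 active = inhibition above the mean over all tested compounds plus 3 SD, cut at about 4.2% in these data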;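 also: 0% = DAX1-transfected cells with DMSO and 100% = empty-vector control cells with DMSO; inhibition shows as a rise in luminescence from relieved DAX1 repression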
Target sequence (P51843 207-470 limits assumed): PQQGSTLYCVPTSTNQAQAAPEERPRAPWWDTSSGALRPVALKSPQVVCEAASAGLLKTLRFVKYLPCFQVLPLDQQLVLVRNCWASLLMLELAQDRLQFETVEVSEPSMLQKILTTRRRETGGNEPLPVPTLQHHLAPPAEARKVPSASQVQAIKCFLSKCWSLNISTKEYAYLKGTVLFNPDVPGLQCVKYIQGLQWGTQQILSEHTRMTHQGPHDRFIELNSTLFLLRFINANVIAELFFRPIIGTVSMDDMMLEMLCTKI
DAX1 inh-2 = DAX1 (NR0B1) inhibition, primary screen; HEK293T StAR-luciferase reporter, SF-1/DAX-1 repression relief; inhibition, % at 6.8 µM; hit rate 1.1% among 370,000; AID 652010;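 active = inhibition above the mean over all tested compounds plus 3 SD, cut at about 3.6% in these data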;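 also: 0% = DAX-1 cells with DMSO and 100% = cells lacking DAX-1 with DMSO; higher inhibition means more luminescence from relief of DAX-1 repression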
SMARCA2 activ = activators of SMARCA2 function; MG213 cells, MMTV-luciferase reporter, dexamethasone, overnight; activation, % at 9.1 µM; hit rate 1% among 370,000; in the data active = activation above about 7.8%;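 also: 0% = vehicle wells and 100% = reference activator wells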
GC-B act = GC-B (human) receptor activation. P20594. HEK293-GC-B cells, CNP EC30, cGMP TR-FRET; 0% at EC30 CNP, 100% saturating CNP. activation, % at 10 µM. hit rate 0.11% among 370,000. AID 1920062;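 active = activation at 10 µM reaching about 35% in either raw or pattern-adjusted values, limit read from the data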
ssDAF12 agonist = S. stercoralis DAF-12 activation, primary screen. HEK293 ssDAF-12/GRIP1 lit1-tk-luc reporter, luminescence; % of 3 µM dafachronic acid response. activation, % at 6.8 µM. hit rate 1% among 370,000;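 active = activation above the mean over all tested compounds plus 3 SD, cut at about 0.9% in these data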;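 also: 0% = DMSO-only wells and 100% = 3 µM delta7-dafachronic acid wells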
NPR1 activator = GC-A (human) enzyme activation | HEK293 GC-A cells, cGMP TR-FRET, EC30 ANP; 0% at EC30 ANP, 100% saturating ANP | activation, % at 10 µM | hit rate 0.14% among 370,000 | AID 1671463; in the data active = activation above about 40%
HGIII-sPLA2 inh = Inhibits HGIII-sPLA2 liposome hydrolysis, primary screen; hit rate 0.56% among 370,000; QFRET BODIPY PC-A2 liposome hydrolysis, fluorescence; inhibition, % at 12.2 µM; Q9NZ20;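 active = inhibition above mean plus 3 SD of compounds lying within the high and low control bounds, cut at about 19% in these data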;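 also: 0% = median of test compound wells and 100% = no enzyme DMSO wells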
hgDAF-12 ag = activates the H. glycines DAF-12 receptor ligand-binding domain. HEK293 GAL4-hgDAF12 UAS-luciferase reporter, agonist luminescence; normalized to butyrate control. activation, % at 6.8 µM. hit rate 1.8% among 370,000;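 active = activation above a cutoff set at the mean of all screened compounds plus 3 SD, cut at about 10% in these data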;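 also: 0% = DMSO wells and 100% = sodium butyrate wells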
ADAM10 inh = ADAM10 inhibition, QFRET primary screen | O14672 | recombinant ADAM10, EDANS/DABCYL FRET peptide cleavage, 3 h | inhibition, % at 7 µM | hit rate 0.62% among 370,000;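 active = inhibition above a per-campaign cutoff equal to the mean of compounds falling between control-based bounds plus 3 SD, cut at about 20% in these data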;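 also: 0% = DMSO wells while the 100% control is not disclosed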
Target sequence (O14672 214-748 limits assumed): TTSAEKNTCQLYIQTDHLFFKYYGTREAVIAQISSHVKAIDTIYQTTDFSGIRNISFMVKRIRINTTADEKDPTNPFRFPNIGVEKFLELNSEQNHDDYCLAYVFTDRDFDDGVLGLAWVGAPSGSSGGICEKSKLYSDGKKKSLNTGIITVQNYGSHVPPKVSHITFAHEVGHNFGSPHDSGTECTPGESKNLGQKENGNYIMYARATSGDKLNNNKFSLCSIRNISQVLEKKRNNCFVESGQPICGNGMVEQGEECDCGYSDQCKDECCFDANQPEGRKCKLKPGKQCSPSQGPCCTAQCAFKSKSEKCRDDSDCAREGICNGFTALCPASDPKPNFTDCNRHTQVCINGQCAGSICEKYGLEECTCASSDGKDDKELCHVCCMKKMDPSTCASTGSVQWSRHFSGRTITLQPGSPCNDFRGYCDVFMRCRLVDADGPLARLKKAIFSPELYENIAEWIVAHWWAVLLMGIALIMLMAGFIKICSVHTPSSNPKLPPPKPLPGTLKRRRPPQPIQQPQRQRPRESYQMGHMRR
GAA850 FXN act = frataxin GAA850 promoter activation; activation, % at 6 µM; hit rate 0.56% among 360,000; HEK293 lucGAA850 FXN promoter luciferase reporter, 24 h; percent of 10 µM SAHA response;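 active = activation above the average of all compounds screened plus 3 SD, cutoff fixed separately per campaign, cut at about 7.5% in these data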;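 also: 0% = DMSO wells and 100% = 10 µM SAHA wells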
hcDAF-12 act = activators of H. contortus DAF-12 nuclear receptor; HEK293 hcDAF-12 lit1-tk-luc reporter, luminescence; 0% DMSO, 100% Δ7-dafachronic acid; activation, % at 6.8 µM; hit rate 1.4% among 370,000;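 active = activation above the mean of all tested compounds plus 3 SD, cut at about 5.5% in these data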;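 also: 100% = response to 3 µM Δ7-dafachronic acid high control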
Numbers without * were called inactive; i = inactive; / = no result given; & = joins results of further samples.

SMILES	DAX1 inh-1	DAX1 inh-2	SMARCA2 activ	GC-B act	ssDAF12 agonist	NPR1 activator	HGIII-sPLA2 inh	hgDAF-12 ag	ADAM10 inh	GAA850 FXN act	hcDAF-12 act
COc1ccc(-c2ccc([C@H]3[C@H]4C=CC[C@@H](C)[C@@H]4C(=O)N3Cc3ccccc3)c(F)c2)cc1C	1.2	0.7	-0.7	1.1	-1.6	0.3	2.3	0.2	6.4	-2.4	1.7
CC(C)OC(=O)C1C(=O)CC(C)(O)C(C(=O)OC(C)C)C1c1ccccc1 (configuration not stated)	1.6	0.9	-2.2	0.1	-1.2	-1.8	-2.7	1.4	1.4	-0.3	-0.5
CCC(=O)Nc1ccc2c(c1)C(=O)N(C1CCCCC1)C2=O	-0.3	0.2	-1.9	0.4	-1.0	4.0	-3.2	0.8	-146.3	-2.2	-1.7
CCCCC(=O)NS(=O)(=O)c1ccc(N=NN(CC)CC)cc1	-0.6	0.1	-2.6	5.0	-0.9	1.6	-1.4	-2.8	-6.3	-0.7	0.0
CC1=NN(C(=O)Cc2ccc(C)cc2)C(O)(c2cccnc2)C1 (configuration not stated)	0.6	0.3	-2.1	-0.7	-1.1	1.7	5.6	1.2	-0.5	0.7	-0.7
CCc1cc(=O)oc2cc(C)c(CN3CCCCC3)c(O)c12	2.4	0.1	-0.5	-0.8	-0.5	6.2	-5.3	-1.4	-3.1	-1.1	-0.5
COc1ccc(OCCOC(=O)c2cc(S(=O)(=O)N3CCOCC3)c(Cl)cc2Cl)cc1	-1.2	-0.5	-2.8	-9.0	-1.3	0.2	-7.9	1.4	-4.2	0.9	2.4
c1ccc2c(c1)CCCN2Cc1nnc2n1CCCCC2	-0.4	1.0	6.5	-3.5	1.0*	1.9	0.7	2.0	-6.6	2.0	7.7*
c1ccc(NCn2cncn2)nc1	-0.1	0.0	0.8	1.0	-1.1	0.7	7.2	-0.2	0.0	-0.2	-0.7
CN(C)c1ccc(C2C3C(=O)N(c4ccc(C(=O)O)cc4)C(=O)C3ON2c2ccccc2)cc1 (configuration not stated)	2.2	-0.1	-0.8	5.0	-0.7	2.3	-4.0	2.2	-33.0	-0.3	0.8
Cc1ccc(CN2C(=O)C(CC(C)C)Nc3ncnc(N4CCCCC4)c32)cc1 (configuration not stated)	/	-0.8	-1.8	6.0	-1.5	-4.1	-6.9	3.6	2.2	/	-1.4
CN(C(=O)c1cccc(NC(=O)Cc2cccc(NC(=O)C3CCN(C(=O)C4CC4)CC3)c2)c1)C1CCC1	0.0	1.0	-5.1	1.9	-0.6	2.8	9.4	-1.6	-12.3	-2.0	0.3
O=c1c2c(n3cnnc3n1-c1ccccc1)-c1ccccc1CC21CCCC1	1.9	-0.6	-4.4	-1.9	-1.2	1.3	13.4	0.7	-14.2	0.4	1.0
CCC(=O)Nc1nc2ccc(S(C)(=O)=O)cc2s1	1.2	-1.3	1.4	-0.1	-0.8	1.9	-6.5	7.8	1.2	-1.4	-2.7
COc1ccc(C(=O)c2ccc(OC)cc2O)c(O)c1	0.4	0.3	4.7	-2.5	-0.8	5.5	-17.7	5.8	0.4	3.8	-1.1
CCC(C)Sc1cccc(-c2nc3ccc(C)cn3c2NCc2ccccc2)c1 (configuration not stated)	0.6	-1.1&-1.0	-0.5&-7.0	0.8&2.2	-1.4&-0.7	5.9&-1.7	-5.9&-5.2	0.0&3.2	-404.0	1.7	-1.2&-0.7
O=C(Nc1ccc(Nc2ccccc2)cc1)C(Cl)Cl	1.9	-2.1	-2.3	0.3	-1.5	-3.2	0.4	-0.3	3.5	-2.3	-4.2
COc1ccc(N2C(=O)C3C4C=CC(c5ccccc5)(C3C2=O)C2C(=O)N(c3ccc(OC)cc3)C(=O)C42)cc1 (configuration not stated)	0.5	0.2	-0.1	-1.4	-1.3	3.1	-24.6	2.2	3.6	3.1	1.0
CCOC(=O)CSc1nc2c([nH]c3ccccc32)c(=O)n1C	-0.9	0.1	-3.5	2.1	-0.4	7.8	7.6	2.0	-6.4	1.5	1.0
COc1ccc(-n2nc(C(=O)NCC(=O)NCc3ccccc3OC)c3ccccc3c2=O)cc1	0.7	-0.1	-2.6	-3.5	-0.7	-3.6	-0.3	0.9	-2.5	-0.5	-1.8
N#Cc1ccccc1NC1=CC(=O)CCC1	-0.8	0.1	-1.4	1.9	-1.7	-0.6	-4.0	0.5	-318.8	0.0	-0.1
Nc1ccnc(Oc2ccc(F)cc2)c1	0.1	0.2	17.7*	3.2	-0.7	-3.0	-9.4	2.2	0.2	2.0	1.0
COc1ccc(CN(C)C(=O)c2ccccc2Sc2ccccc2C#N)c(OC)c1	-0.3	0.2	-0.3	-4.5	-0.8	-9.0	-0.5	0.3	-1.2	-0.4	-0.2
CCOC1=C2[C@@H](CN(S(=O)(=O)c3ccccc3C)[C@H]2c2ccc(Cl)cc2)[C@H]2C(=O)N(C3CCCCC3)C(=O)[C@H]2C1	/	-0.6	-2.9	4.9	-0.7	2.0	-16.6	4.3	-1.6	/	-0.8
O=C1NN(c2ccccc2)C(=O)/C1=C/c1ccc(-c2ccc(C(=O)O)cc2)o1	0.5	0.1	-1.7	-2.2	-0.6	-9.9	10.0	0.0	-40.6	0.5	-0.7
Cn1c(Sc2ccc(C(F)(F)F)cc2[N+](=O)[O-])nnc1-c1ccccc1	4.1	-1.3	-4.5	4.0	-1.3	-5.8	2.1	-1.5	5.4	-1.4	0.4
Cc1cc(C(F)(F)F)c2c(C)nn(-c3ccccc3)c2n1	2.3	0.3	-1.1	-7.2	-0.7	-5.3	0.5	0.9	-0.6	0.0	-2.3
COc1ccc(N=N/C(=C\O)C(=O)c2ccco2)cc1	0.8	0.6	0.2	-3.0	-1.1	-2.5	2.8	2.6	8.9	1.6	0.1
CC1CCN(c2oc(-c3ccccc3Cl)nc2C#N)CC1	1.5	1.8	4.1	-5.2	-0.8	0.7	-5.1	5.0	-111.0	1.5	0.7
COc1ccc(S(=O)(=O)N(CC(=O)NC2CC3CCC2C3)c2ccccc2OC)cc1 (configuration not stated)	-1.0	-0.5	-1.4	5.0	-1.3	-3.5	-5.7	-0.2	1.3	-0.2	-1.2

Filtered by structure: the compounds so far containing a furan ring, fused or not.
SMILES	DAX1 inh-1	DAX1 inh-2	SMARCA2 activ	GC-B act	ssDAF12 agonist	NPR1 activator	HGIII-sPLA2 inh	hgDAF-12 ag	ADAM10 inh	GAA850 FXN act	hcDAF-12 act
O=C1NN(c2ccccc2)C(=O)/C1=C/c1ccc(-c2ccc(C(=O)O)cc2)o1	0.5	0.1	-1.7	-2.2	-0.6	-9.9	10.0	0.0	-40.6	0.5	-0.7
COc1ccc(N=N/C(=C\O)C(=O)c2ccco2)cc1	0.8	0.6	0.2	-3.0	-1.1	-2.5	2.8	2.6	8.9	1.6	0.1

Further compounds
SMILES	DAX1 inh-1	DAX1 inh-2	SMARCA2 activ	GC-B act	ssDAF12 agonist	NPR1 activator	HGIII-sPLA2 inh	hgDAF-12 ag	ADAM10 inh	GAA850 FXN act	hcDAF-12 act
COCCn1c(N)c(C(=O)NS(=O)(=O)c2ccc(C)cc2)c(=O)[nH]c1=O	-0.5	1.4	-1.8	2.1	-1.4	-0.5	9.6	3.7	0.8	0.6	-0.7
COc1cc2cc(C(=O)N3CCN(Cc4ccc5c(c4)OCO5)CC3)c(=O)oc2cc1OC	0.7	0.1	-4.0	-5.0	-1.3	1.1	1.0	-0.4	i	-0.1	-1.5
NNC(=O)COc1ccc(-c2nccc(-c3ccc(F)cc3)n2)cc1	-1.2	-0.6	-8.9	-2.4	-1.9	-0.6	-0.4	-7.9	-1.1	-6.4	-5.7
C=CCNC(=O)CN(c1ccc(OC)cc1OC)S(C)(=O)=O	-0.8	0.5	0.4	-1.6	-1.2	-2.5	5.2	1.3	0.2	1.3	-1.0
CCCN(C(=O)c1nc2nc(C)cc(C)n2n1)c1c(N)n(Cc2ccccc2)c(=O)[nH]c1=O	2.1	3.8*	-2.5	1.9	-1.4	1.1	-0.6	-0.6	-6.4	1.4	-1.8
N/C(=N\OC(=O)Cc1ccc([N+](=O)[O-])cc1)c1ccc([N+](=O)[O-])cc1	3.5	-0.6	0.4	8.1	-0.9	0.7	-43.2	1.6	6.6	0.1	-0.3
CCC(CC)c1nn2c(N)c(/C=C3\C=Nc4ccccc43)c(=O)nc2s1	0.4	0.3	0.9	-6.3	-1.1	-10.5	-6.5	1.4	-1.7	1.9	1.6
COc1ccc(CCNC(=O)COc2ccc(-c3ccccc3)cc2)cc1OC	-0.9	-0.4	-3.8	-1.8	-0.8	0.4	4.8	-2.9	2.0	1.2	-0.6
CN(/N=C/C=C/c1ccccc1)C1=NS(=O)(=O)c2ccccc21	0.9	-0.3	-1.3	-2.3	0.2	-1.1	3.2	0.0	4.9	-0.1	0.2
CN(C)c1ccc(C(=O)OCC(=O)Nc2ccc(N3CCOCC3)cc2)cc1	-2.9	-1.6	0.1	-0.3	-1.9	1.9	3.1	0.8	3.2	0.3	-1.2
COc1ccc(C(=O)N2CCCC(O)C2)cc1OC1CCN(C(C)C)CC1 (configuration not stated)	0.0	-0.3	8.2*	4.6	0.0	-0.4	6.8	1.6	-5.3	-0.4	2.0
O=C(c1ccco1)N(Cc1cccc(Br)c1)C1CCS(=O)(=O)C1 (configuration not stated)	-0.3	1.2	-1.9	-5.0	-0.7	-10.2	6.1	-0.7	1.2	1.0	-2.1
O=C(CN1CCN(c2ccccc2F)CC1)c1ccc(O)c(O)c1	-0.1	0.7	-3.5	-1.3	-0.8	-1.0	0.3	-1.0	2.9	4.7	0.1
Cn1nc(C(=O)NC2CCCc3ccccc32)ccc1=O (configuration not stated)	1.0	-0.6	-3.4	-5.7	-1.4	0.7	2.8	-0.8	-5.6	-1.3	0.8
NNC(=O)c1sccc1OCc1cccc(C(F)(F)F)c1	-1.2	-0.4	-1.5	-5.6	-1.7	-0.2	-10.2	-1.7	-1.3	1.1	-2.0

Records above that bear a hit mark in SMARCA2 activ:
| compound | DAX1 inh-1 | DAX1 inh-2 | SMARCA2 activ | GC-B act | ssDAF12 agonist | NPR1 activator | HGIII-sPLA2 inh | ADAM10 inh | hcDAF-12 act |
| --- | --- | --- | --- | --- | --- | --- | --- | --- | --- |
| Nc1ccnc(Oc2ccc(F)cc2)c1 | 0.1 | 0.2 | 17.7* | 3.2 | -0.7 | -3.0 | -9.4 | 0.2 | 1.0 |
| COc1ccc(C(=O)N2CCCC(O)C2)cc1OC1CCN(C(C)C)CC1 (configuration not stated) | 0.0 | -0.3 | 8.2* | 4.6 | 0.0 | -0.4 | 6.8 | -5.3 | 2.0 |

This is a random part of the collection; about 6.6% have a hit in one of these screens.
